GPR35 arrestin U2OS = GPR35 antagonists blocking zaprinast-driven arrestin recruitment, primary screen, imaging, U2OS, beta-arrestin-GFP, zaprinast agonist (AID 2058); 0.052% of 290,000 active; U2OS GPR35 beta-arrestin-GFP translocation imaging, zaprinast antagonism; higher % means a stronger effect; inhibition, % at 10 µM; hits with a dose series show IC50 in µM;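 active = inhibition of at least 50% with at least 30 cells and total cytoplasm GFP at most 10,000,000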
LYP inhibition = PTPN22 lymphoid phosphatase activity blockers – biochemical, fluorescence intensity, uHTS (AID 1779). recombinant LYP phosphatase, fluorescence intensity; higher % means a stronger effect. one-dose inhibition, % at 11.5 µM; IC50 in µM for titrated hits. 0.054% of 290,000 active; in the data active = inhibition above about 50%;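 note: plate controls were vehicle with enzyme for no effect and no enzyme for full effect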
Myeloid diff MLP = compounds promoting myeloid differentiation; calls only at 10 µM; AID 624256; ER-HoxA9 myeloid progenitors, lysozyme-GFP differentiation, flow cytometry; 1% of 360,000 active;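 active = normalized GFP-positive differentiation at or above the plate's own cutoff, the solvent-only control mean plus 3 SD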;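 note: cells exposed to compound for four days before flow analysis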
HIV fusion peptide = inhibitors of HIV fusion peptide binding, primary screen, biochemical, uHTS, fluorescence dequenching (AID 1986); inhibition, % at 20 µM, or IC50 in µM where a hit was titrated; cell-free peptide binding, fluorescence dequenching, 30 min; higher % means a stronger effect; 0.3% of 290,000 active; in the data active = inhibition mostly above about 52%, no sharp cut-off; inactive = mostly below about 76%; note: some results filed as inactive read as strong as hits
GPR55 antagonists = inhibition of LPI-stimulated GPR55 beta-arrestin translocation – imaging, U2OS, beta-arrestin-GFP, LPI agonist, primary screen (AID 2013) | 0.13% of 290,000 active | inhibition, % at 10 µM, or IC50 in µM where a hit was titrated | U2OS GPR55 beta-arrestin-GFP translocation imaging, LPI antagonism; higher % means a stronger effect;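 active = spots per cell inhibited over 60%, with over 100 cells counted and total cytoplasm intensity under 500,000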;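 note: U2OS cells stably carrying GPR55 and arrestin-GFP stimulated by 5 µM LPI near EC80; imaged beta-arrestin-GFP aggregate spots per cell after agonist stimulation; plate controls were LPI-stimulated DMSO wells for no effect and DMSO wells without LPI for full effect; some results filed as inactive read as strong as hits; confirmed hits need IC50 under 10 µM and bright autofluorescent wells are also inconclusive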
NTR1 ag = agonists of NTR1, primary screen, imaging, U2OS cells, beta-arrestin-GFP, high content (AID 493036); P30989; NTR1-U2OS beta-arrestin-GFP spot imaging, agonist mode; activation, % at 20 µM; 0.17% of 330,000 active;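 active = activation at or above 40% of the spot to cytoplasm intensity ratio, with at least 20 cells analyzed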;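 note: 0% = DMSO without peptide and 100% = 100 nM NTR1 peptide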
Target sequence (P30989 whole entry, looked up): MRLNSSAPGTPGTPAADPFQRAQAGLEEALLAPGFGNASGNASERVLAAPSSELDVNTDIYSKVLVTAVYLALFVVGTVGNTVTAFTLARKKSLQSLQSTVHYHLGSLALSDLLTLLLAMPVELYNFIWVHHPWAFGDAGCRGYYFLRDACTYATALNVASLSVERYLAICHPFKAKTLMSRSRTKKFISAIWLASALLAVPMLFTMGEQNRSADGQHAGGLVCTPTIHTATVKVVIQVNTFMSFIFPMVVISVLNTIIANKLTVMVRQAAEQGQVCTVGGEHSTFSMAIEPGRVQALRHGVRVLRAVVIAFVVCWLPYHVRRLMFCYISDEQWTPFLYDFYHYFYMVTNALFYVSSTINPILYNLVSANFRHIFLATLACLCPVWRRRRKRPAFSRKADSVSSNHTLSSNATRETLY
Siah-1 displacement = blockers of Siah-1 interaction with plectin peptide – biochemical, fluorescence polarization, rhodamine-plectin, uHTS, primary screen (AID 1817). Siah-1 / rhodamine-plectin peptide fluorescence polarization; higher % means a stronger effect. displacement, % at 20 µM; hits with a dose series show IC50 in µM. 0.02% of 290,000 active;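 active = displacement of at least 50% at 20 µM, with a fluorescence ratio check between 0.3 and a set limit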;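 note: plate controls were Siah plus tracer with DMSO for no effect and tracer alone without Siah for full effect; strong numbers were not always called active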
Salmonella PhoP GFP = PhoP-dependent GFP reporter repression – Salmonella Typhimurium, primary screen (AID 1863). S. Typhimurium PhoP-regulated promoter GFP reporter, 4 h; higher % means a stronger effect. inhibition, % at 50 µM; hits with a dose series show IC50 in µM. 0.16% of 300,000 active;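 active = inhibition over 29.93%, a cutoff 3 SD above the screen mean, later confirmed by dose response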;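 note: 0% = low Mg2+ inducing control and 100% = high Mg2+ repressing control; strong numbers were not always called active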
MgcRacGAP inhibition = MgcRacGAP GTPase-activating activity inhibitors, confirmation, biochemical, ADP Hunter fluorescence; MgcRacGAP-stimulated Rac1 GTP hydrolysis, ADP Hunter fluorescence; higher % means a stronger effect; GST-tagged Rac1 F28L mutant substrate; AID 624330; inhibition, % at 30 µM, or IC50 in µM where a hit was titrated; 0.6% of 340,000 active;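 active = first-screen hits whose inhibition reached a set limit at any dose in the follow-up dose series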;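 note: fluorescence reports GDP produced by GAP-driven GTP hydrolysis; strong numbers were not always called active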
NTR1 ag cell count 20 µM = further read-out of NTR1 ag, marked with its call; cell count; measured here: cell count, cytotoxicity flag
Myeloid diff MLP GFP+ MAC1+ % = recorded beside Myeloid diff MLP, whose call it bears; GFP+ MAC1+ double positive, %; measured here: differentiation confirmed by MAC1 staining
The depositor's hits bear a star; i = inactive; / = not tested or not shown; + = active, no number.

Labels used below: A = GPR35 arrestin U2OS; B = LYP inhibition; C = Myeloid diff MLP; D = Myeloid diff MLP GFP+ MAC1+ %; E = HIV fusion peptide; F = GPR55 antagonists; G = NTR1 ag; H = NTR1 ag cell count 20 µM; I = Siah-1 displacement; J = Salmonella PhoP GFP; K = MgcRacGAP inhibition
SMILES: Oc1c(Br)cc(Br)cc1Oc1ccc(Br)cc1Br
  A = 18% | B = 0% | C = / | D = / | E = 44% | F = -2% | G = / | H = / | I = 9% | J = -5% | K = /
SMILES: CCOP1(=S)Oc2cc3c(cc2C(C(=O)OC)(C(F)(F)F)O1)OCO3 (configuration not stated)
  A = -11% | B = -3% | C = i | D = 2.3 | E = 2.0% | F = 34% | G = 1.7 | H = 57 | I = -4% | J = -5% | K = 11%
SMILES: COc1cccc(C(=O)C2CCCN(Cc3cccc4c3OCO4)C2)c1 (configuration not stated)
  A = 0% | B = -5% | C = i | D = 0.1 | E = 0.2% | F = 6% | G = -0.6 | H = 82 | I = 5% | J = -1% | K = 6%
SMILES: c1ccc2c(CCNCc3ccc4c(c3)OCO4)c[nH]c2c1
  A = -12% | B = -4% | C = i | D = 1.0 | E = -3.7% | F = 18% | G = -4.8 | H = 91 | I = -7% | J = 35% | K = 1%
SMILES: Cc1ccc(-n2c(O)c(C=NCCC3=CCCCC3)c(=O)[nH]c2=O)cc1
  A = -11% | B = -1% | C = i | D = 0.2 | E = 0.5% | F = 13% | G = 0.3 | H = 54 | I = -1% | J = -5% | K = 5%
SMILES: COc1ccc(NC(=O)c2cn(CCC#N)nc2-c2ccccc2)cc1
  A = -5% | B = -14% | C = i | D = 0.7 | E = -0.1% | F = 0% | G = -0.4 | H = 69 | I = -8% | J = 14% | K = -6%
SMILES: CCCNS(=O)(=O)c1ccc(OCC(=O)N2CCN(C)CC2)cc1
  A = 3% | B = -3% | C = i | D = 4.5 | E = -0.8% | F = 7% | G = 0.9 | H = 48 | I = 3% | J = -3% | K = 3%
SMILES: O=c1[nH]c(O)c(N=Nc2cc(C(F)(F)F)ccc2Cl)c(=O)[nH]1
  A = 0% | B = -3% | C = i | D = 0.5 | E = -2.2% | F = -13% | G = 0.2 | H = 48 | I = -1% | J = -13% | K = 7%
SMILES: O=C(COc1ccc2ccccc2c1)N1CCN(CC2CC3C=CC2C3)CC1 (configuration not stated)
  A = 25% | B = -4% | C = i | D = 0.5 | E = -1.6% | F = -9% | G = 3.4 | H = 52 | I = 1% | J = 35% | K = 18%
SMILES: Clc1ccc(CNC2CN3CCC2CC3)cc1 (configuration not stated)
  A = -4% | B = -9% | C = i | D = 0.5 | E = -0.1% | F = 6% | G = 0.4 | H = 62 | I = 1% | J = -6% | K = -2%
SMILES: Cc1cccc(NC(=O)N2CCCC2)c1
  A = 3% | B = -10% | C = i | D = 0.1 | E = 2.1% | F = -5% | G = -0.6 | H = 95 | I = 3% | J = 6% | K = 4%
SMILES: Cc1ccc(C(=O)NC(O)C(Cl)(Cl)Cl)cc1 (configuration not stated)
  A = -9% | B = 1% | C = i | D = 0.5 | E = 0.0% | F = -8% | G = -0.7 | H = 54 | I = 2% | J = -6% | K = 2%
SMILES: COc1ccccc1-n1c(O)c(C=NCCCn2ccnc2)c(=O)[nH]c1=O
  A = 2% | B = -5% | C = i | D = 0.8 | E = 7.9% | F = -5% | G = 0.2 | H = 38 | I = 4% | J = 2% | K = 5%
SMILES: CCCCCn1c(=O)c(C(=O)Nc2ccccc2)c(O)c2ccccc21
  A = -15% | B = -2% | C = i | D = 0.8 | E = 1.4% | F = -9% | G = 3.3 | H = 54 | I = 2% | J = -5% | K = -5%
SMILES: CN(C)c1ccc(NC(=O)CN2C(=O)CN=C(c3ccccc3)c3cc(Cl)ccc32)cc1
  A = 7% | B = 6% | C = i | D = 2.3 | E = 51% | F = 1% | G = 1.1 | H = 53 | I = 1% | J = -1% | K = 28%
SMILES: COc1ccccc1-n1c(O)c(/C=N/N2CCCCC2)c(=O)n(-c2ccccc2OC)c1=S
  A = 4% | B = 2% | C = i | D = 0.8 | E = 0.7% | F = 5% | G = 0.0 | H = 53 | I = -2% | J = -12% | K = 0%
SMILES: O=C1CSC2N1CCNC21CCCCC1 (configuration not stated)
  A = 4% | B = 1% | C = i | D = 0.3 | E = -1.6% | F = 9% | G = -1.2 | H = 39 | I = -3% | J = -6% | K = 17%
SMILES: CCCCn1c(O)c(C(C)=Nc2cccc(C(=O)O)c2)c(=O)[nH]c1=O
  A = 15% | B = -6% | C = i | D = 3.4 | E = 0.2% | F = 6% | G = 2.2 | H = 73 | I = 7% | J = -10% | K = -10%
SMILES: Cc1cc(OCC(=O)NC2CCS(=O)(=O)C2)c2c3c(c(=O)oc2c1)CCC3 (configuration not stated)
  A = -4% | B = -6% | C = i | D = 1.0 | E = 1.6% | F = 5% | G = -0.6 | H = 89 | I = 6% | J = 2% | K = 5%
SMILES: CCc1ccc(-n2c(O)c(/C=N/N3CCCCC3c3cccnc3)c(=O)[nH]c2=O)cc1 (configuration not stated)
  A = -12% | B = -2% | C = i | D = 0.1 | E = 1.1% | F = 3% | G = 0.7 | H = 75 | I = 2% | J = -3% | K = -6%

The closing two records of the section above lead into the next:
Labels used below: A = GPR35 arrestin U2OS; B = LYP inhibition; C = Myeloid diff MLP; D = Myeloid diff MLP GFP+ MAC1+ %; E = HIV fusion peptide; F = GPR55 antagonists; G = NTR1 ag; H = NTR1 ag cell count 20 µM; I = Siah-1 displacement; J = Salmonella PhoP GFP; K = MgcRacGAP inhibition
SMILES: Cc1cc(OCC(=O)NC2CCS(=O)(=O)C2)c2c3c(c(=O)oc2c1)CCC3 (configuration not stated)
  A = -4% | B = -6% | C = i | D = 1.0 | E = 1.6% | F = 5% | G = -0.6 | H = 89 | I = 6% | J = 2% | K = 5%
SMILES: CCc1ccc(-n2c(O)c(/C=N/N3CCCCC3c3cccnc3)c(=O)[nH]c2=O)cc1 (configuration not stated)
  A = -12% | B = -2% | C = i | D = 0.1 | E = 1.1% | F = 3% | G = 0.7 | H = 75 | I = 2% | J = -3% | K = -6%
SMILES: CCCCCSc1cc(O)c(C(CNC)C(C)C)cc1OC (configuration not stated)
  A = 11% | B = -8% | C = i | D = 0.6 | E = -2.6% | F = 23% | G = 4.0 | H = 75 | I = -5% | J = -1% | K = 9%
SMILES: CN1C(=O)C(=Cc2cn(CC(=O)N3CCCCC3)c3ccccc23)C(=O)N(C)C1=O
  A = 4% | B = 2% | C = i | D = 1.1 | E = 7.7% | F = 5% | G = 1.4 | H = 53 | I = -2% | J = -9% | K = 7%
SMILES: FC(F)(F)c1ccccc1NC1=NCCCS1
  A = 15% | B = -8% | C = i | D = 0.6 | E = -1.0% | F = 4% | G = -0.4 | H = 57 | I = -5% | J = 13% | K = 5%
SMILES: O=C(NC(=O)N1CCC2(CC1)OCCO2)c1ccc(Cl)cc1
  A = 4% | B = -8% | C = i | D = 0.2 | E = -0.4% | F = -2% | G = -0.3 | H = 67 | I = -1% | J = -12% | K = 4%
SMILES: CCC1=CCN(CCc2c(C)[nH]c3ccccc23)CC1
  A = / | B = / | C = i | D = 2.4 | E = / | F = / | G = -0.7 | H = 99 | I = / | J = 7% | K = 5%
SMILES: CN1CC[C@]2(c3cccc(O)c3)Cc3nc4ccccc4cc3C[C@H]2C1
  A = -25% | B = 2% | C = / | D = / | E = -0.1% | F = -14% | G = / | H = / | I = -1% | J = -7% | K = /
SMILES: COc1ccc(C2=NCC(=S)Nc3ccc(Cl)cc32)cc1Cl
  A = 16% | B = -1% | C = i | D = 0.2 | E = 2.0% | F = 1% | G = 4.0 | H = 47 | I = 1% | J = 1% | K = -22%
SMILES: Fc1ccc(CNCCc2ccccc2)cc1
  A = -11% | B = -9% | C = i | D = 0.5 | E = 0.5% | F = -7% | G = -1.0 | H = 38 | I = 0% | J = 0% | K = 249µM*
SMILES: O=Cc1cn(Cc2c(F)cccc2Cl)c2ccccc12
  A = -1% | B = -6% | C = i | D = 0.7 | E = -0.8% | F = -17% | G = 3.1 | H = 66 | I = -7% | J = -4% | K = 14%
SMILES: COP(=S)(OC)c1c(C)nn(CCC#N)c1NC(=O)c1ccc(Cl)cc1
  A = 1% | B = -5% | C = i | D = 0.7 | E = 1.2% | F = 4% | G = 3.0 | H = 52 | I = 0% | J = 1% | K = 6%
SMILES: CCCN1C2CCCC1CC(NC(C)=O)C2 (configuration not stated)
  A = 6% | B = -8% | C = i | D = 0.3 | E = -1.0% | F = 4% | G = -0.6 | H = 89 | I = 1% | J = -12% | K = 10%
SMILES: O=C(O)c1ccc(NC(=O)N2C[C@H]3C[C@@H](C2)c2cccc(=O)n2C3)cc1
  A = 23% | B = -16% | C = i | D = 2.2 | E = -0.9% | F = 6% | G = 1.9 | H = 77 | I = -2% | J = -8% | K = 2%
SMILES: CC(=O)c1ccc(OCC(=O)N2CCCC(N3CCN(c4ccccc4C)CC3)C2)cc1 (configuration not stated)
  A = 3% | B = -12% | C = i | D = 1.3 | E = -1.4% | F = 13% | G = 3.0 | H = 50 | I = 1% | J = -3% | K = 9%
SMILES: Fc1cccc(CCNCc2ccccn2)c1
  A = -3% | B = -8% | C = i | D = 0.7 | E = -1.1% | F = -1% | G = -1.2 | H = 53 | I = 1% | J = -12% | K = 21%
SMILES: CC(C)=CCC12CN3CCN(CC(C3)C1=O)C2
  A = -7% | B = 1% | C = i | D = 0.0 | E = -0.3% | F = -2% | G = -1.8 | H = 89 | I = 1% | J = 13% | K = 2%
SMILES: C=C1N2CCC(CC2)C1(O)c1ccc(C)c(C)c1 (configuration not stated)
  A = -1% | B = -4% | C = i | D = 0.9 | E = 2.7% | F = 3% | G = -1.3 | H = 70 | I = 22% | J = 10% | K = 4%
SMILES: Cc1ccc(N2C(=O)NC(=O)/C(=C\c3ccoc3)C2=O)cc1
  A = -5% | B = -2% | C = i | D = 0.3 | E = 146% | F = 8% | G = 3.0 | H = 64 | I = 18% | J = -4% | K = 25%
SMILES: CC(=O)Nc1ccc(CC(=O)N2CCN(Cc3ccccc3)CC2)cc1
  A = 18% | B = -7% | C = i | D = 1.3 | E = -1.6% | F = -1% | G = 0.0 | H = 59 | I = -4% | J = -1% | K = 5%
SMILES: O=C(CCCC1=NS(=O)(=O)c2ccccc2N1)N1CCC2(CC1)OCCO2
  A = 20% | B = -8% | C = i | D = 0.7 | E = -0.3% | F = 21% | G = -1.3 | H = 98 | I = 6% | J = -3% | K = -6%
SMILES: O=C1NC(=O)N(c2ccccc2)C(=O)/C1=C/c1coc2ccc(O)cc2c1=O
  A = 0% | B = -2% | C = + | D = 0.8* | E = 28% | F = 20% | G = 3.6 | H = 49 | I = -4% | J = -6% | K = 110µM*

An excerpt; the hit share may differ from the screen's.
